Apaf-1 inh = blocks human Apaf-1 apoptosome activity; O14727; reconstituted apoptosome caspase-3 activity, DEVD-Rh110 fluorescence; inhibition, % at 20 µM; actives 0.71% (n = 330,000); active = inhibition of at least 40% at 20 µM;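 note: plate controls were DMSO wells for no effect and DEVD-CHO caspase inhibitor wells for full effect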
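System – cell-free apoptosome with Apaf-1, procaspase-3 and caspase-9 · Buffer or medium – pH 7.5 Hepes buffer with CHAPS, BSA, DTT · Also added – cytochrome c with DEVD-Rh110 · Times – 30 min compound preincubation, 50 min activation, room temperature · Technique – Rh110 fluorescence intensity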
SENP8 block-1 = blocks human SENP8 cleavage of Nedd8 substrate. Q96LD8. recombinant SENP8, Nedd8 substrate fluorescence. inhibition, % at 20 µM. actives 0.64% (n = 360,000). AID 602440; in the data active = inhibition mostly above about 40%, no sharp cut-off; inactive = mostly below about 27%
Target sequence (Q96LD8 whole entry, looked up): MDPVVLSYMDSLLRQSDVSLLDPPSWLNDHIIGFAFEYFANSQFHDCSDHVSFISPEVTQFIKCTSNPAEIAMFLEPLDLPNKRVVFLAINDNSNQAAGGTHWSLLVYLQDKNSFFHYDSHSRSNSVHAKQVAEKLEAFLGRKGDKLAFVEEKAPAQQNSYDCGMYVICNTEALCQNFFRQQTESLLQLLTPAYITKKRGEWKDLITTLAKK
SENP6 block = blocks the human protease SENP6; inhibition, % at 10 µM; Recombinant SENP6 catalytic domain, aminoluciferin luminescence; Q9GZR1; AID 2599; actives 1.8% (n = 330,000);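 active = inhibition above about 50% at the single tested dose, limit read from the data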;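 note: plate controls were DMSO wells with enzyme for no effect and DMSO wells lacking enzyme for full effect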
SENP1 FRET inh = blocks the human SENP1 SUMO protease catalytic domain; Q9P0U3; recombinant SENP1 catalytic domain, CyPet-SUMO1-YPet FRET cleavage; inhibition, % at 10 µM; actives 0.21% (n = 360,000); AID 624204;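 active = inhibition at least 30% at 10 µM, raw YFP signal under a set limit, fluorescence ratio 0.5 to 1.5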;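 note: 0% = enzyme with DMSO and 100% = no enzyme wells; some results filed as inactive read as strong as hits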
Target sequence (Q9P0U3 419-644 limits assumed): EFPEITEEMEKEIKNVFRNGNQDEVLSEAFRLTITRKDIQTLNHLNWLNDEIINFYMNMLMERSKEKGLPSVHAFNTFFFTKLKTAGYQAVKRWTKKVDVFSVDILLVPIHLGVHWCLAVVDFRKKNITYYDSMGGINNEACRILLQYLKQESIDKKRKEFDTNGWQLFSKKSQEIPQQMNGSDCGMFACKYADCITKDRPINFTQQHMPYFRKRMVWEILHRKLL
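Test system: human SENP1 catalytic domain; medium: Tris pH 8 buffer plus EDTA, NaCl, BME, BSA, NP40, catalase; incubation: 50 min reaction at room temperature; technique: FRET, CFP and YFP emission; controls: no-enzyme low control and enzyme-plus-DMSO high control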
HKDC1 inh = inhibitors of human hexokinase HKDC1. Q2TB90. AID 493160. actives 0.16% (n = 340,000). inhibition, % at 20 µM. recombinant HKDC1, G6PDH/diaphorase resazurin coupled fluorescence;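 active = inhibition above about 35% when tested at 20 µM, limit read from the data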;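 note: plate controls were DMSO wells with enzyme for no effect and DMSO wells lacking enzyme for full effect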
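Material – in-house recombinant HK5 (HKDC1) enzyme · Quantity – HKDC1 at 5 µg/mL · Buffer or medium – pH 8.0 Tris buffer with 10 mM MgCl2 · Reagent – glucose with 1 mM ATP · Dosing – single 20 µM dose · Times – reaction time 90 min, room temperature, protected from light · Technique – resorufin fluorescence at 613 nm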
SENP7 inh = inhibitors of human SENP7 protease | Q9BQF6 | recombinant SENP7, Z-RLRGG-aminoluciferin luminescence, 40 min | inhibition, % at 5 µM | actives 1.5% (n = 330,000);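 active = inhibition above about 50% at the single test dose, limit read from the data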;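 note: plate controls were DMSO with enzyme for no effect and no enzyme buffer wells for full effect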
Target sequence (Q9BQF6 706-1050 limits assumed): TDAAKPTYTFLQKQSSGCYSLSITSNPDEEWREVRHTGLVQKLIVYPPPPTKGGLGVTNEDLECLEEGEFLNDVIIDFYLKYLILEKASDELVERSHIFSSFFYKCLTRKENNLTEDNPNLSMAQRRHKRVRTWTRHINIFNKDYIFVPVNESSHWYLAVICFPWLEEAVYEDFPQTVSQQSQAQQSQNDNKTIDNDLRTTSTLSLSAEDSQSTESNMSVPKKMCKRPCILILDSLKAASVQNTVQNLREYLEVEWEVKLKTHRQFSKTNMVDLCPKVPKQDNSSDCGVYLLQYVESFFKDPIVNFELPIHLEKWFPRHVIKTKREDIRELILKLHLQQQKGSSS
SENP8 block-2 = inhibitors of human SENP8 protease. inhibition, % at 10 µM. purified SENP8, Z-RLRGG-aminoluciferin cleavage, luminescence. AID 2540. actives 1.2% (n = 330,000). Q96LD8; in the data active = inhibition above about 50%
PfGluPho inh = PfG6PD (Plasmodium falciparum) enzyme inhibition; inhibition, % at 20 µM; actives 0.78% (n = 350,000); AID 504690; PfGluPho enzyme, NADPH resazurin-diaphorase fluorescence;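 active = inhibition reaching at least a set limit at 20 µM in the primary screen, cut at about 59% in these data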;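 note: 0% = DMSO wells with substrate and 100% = DMSO wells lacking glucose-6-phosphate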
Starred values were filed as active, the others as inactive; · = no result given.

SMILES	Apaf-1 inh	SENP8 block-1	SENP6 block	SENP1 FRET inh	HKDC1 inh	SENP7 inh	SENP8 block-2	PfGluPho inh
CC(C)(C)c1ccc(C(=O)NCC(=O)OCCN2C(=O)c3ccccc3C2=O)cc1	12	16	-4	1	-2	-6	-8	-20
CCOc1ccccc1C(=O)Nc1cccc(-c2ccc(N3CCOCC3)nn2)c1	18	-15	78*	-1	-6	70*	55*	-4
CCN(CC)S(=O)(=O)c1ccc(C(=O)NCc2n[nH]c(=S)n2-c2ccccc2OC)cc1	-14	7	9	1	-13	-3	3	40
COc1ccc(C2=NCC(CSc3nccc(=O)[nH]3)S2)cc1 (stereo not drawn)	4	11	-12	-1	3	-4	-13	-12
CCN(CC)C(=O)c1ccccc1NS(=O)(=O)c1ccc(C)cc1	3	11	19	1	-11	-5	12	-4
O=C(Cn1c(C(F)(F)F)nc2ccccc21)c1ccc(Cl)cc1	13	20	17	0	-4	3	11	10
CCOC(=S)N/C(=N\S(=O)(=O)c1ccccc1)c1ccccc1	1	27	7	6	-1	4	-5	40
CC(COc1ccccc1Cc1ccccc1)N1CCCCC1 (stereo not drawn)	10	·	-8	·	·	-5	10	·
Cc1cccc(OCC(=O)NCCNC(=O)c2cnccn2)c1	-1	11	-24	0	6	-3	-6	-5
Cc1cc(C)cc(NC(=O)c2ccc(NC(=O)c3ccco3)cc2)c1	-2	-8	2	-1	18	-1	1	8
Cn1nc(C(F)(F)F)c(C(=O)Nc2cccc(Cl)c2)c1Cl	2	18	-2	2	-4	5	6	4
O=C(CNCCc1ccc(Cl)cc1Cl)NCc1ccco1	0	10	-3	-2	-10	-4	-2	0
O=C(Nc1cccc(Cl)c1)c1ccc2ncsc2c1	6	9	57*	1	1	62*	49	6
O=C(NCCc1c[nH]c2ccccc12)C1CCCN(S(=O)(=O)c2ccccc2)C1 (stereo not drawn)	5	-102	8	-3	-3	2	0	-7
Cc1c(O)c2c(=O)n(-c3ccccc3)c(-c3ccccc3)cc2oc1=O	3	-122	-7	-92	1	-7	1	-4
O=C(NCc1cccnc1)c1ccc(-c2cc3ccccc3oc2=O)cc1	5	-412	13	-5	-1	10	0	0
COc1cc(OC)c(C(=O)Nc2cc(S(=O)(=O)N3CCOCC3)ccc2N2CCN(C)CC2)cc1OC	·	-76	·	3	-6	·	·	-6
COC(=O)c1c(C(=O)OC)c(-c2ccc(F)cc2)n2c1CSC2	4	10	-10	-11	3	-2	0	-11
CCC(c1nnnn1C(C)(C)CC)N1CCN(c2ccccc2F)CC1 (stereo not drawn)	-1	-6	7	1	-10	-1	1	8
O=C(Cn1cnc2c(cnn2-c2ccccc2)c1=O)Nc1cc(S(=O)(=O)N2CCOCC2)ccc1Cl	11	-69	-4	-4	-6	8	2	9
CCOC(=O)C1=NOC2C3CC(C12)C1C(=O)N(CCc2ccc(OC)c(OC)c2)C(=O)C31 (stereo not drawn)	-18	22	-3	-1	-4	-1	1	-1
COc1ccccc1NS(=O)(=O)c1cc(NC(=O)c2[nH]c(C)c(C(C)=O)c2C)ccc1N1CCOCC1	-9	-42	-20	2	4	-3	-1	34
Cc1ccccc1-n1c(C)nnc1SCc1cc(=O)oc2ccc3ccccc3c12	13	-247	-2	-47	7	7	-4	2
CCCCOc1ccc(-c2ncc(C(=O)OCC)c(N)n2)cc1	-8	8	-9	0	-3	17	-12	17
CC[n+]1c(C)sc2c(C)cc(C)cc21	9	4	-29	-2	0	-8	-9	39

Further records.
SMILES	Apaf-1 inh	SENP8 block-1	SENP6 block	SENP1 FRET inh	HKDC1 inh	SENP7 inh	SENP8 block-2	PfGluPho inh
COC(=O)CSc1nnc(C2COc3ccccc3O2)n1-c1ccccc1 (stereo not drawn)	-10	10	-4	1	-9	76*	-1	9
CCCCOc1ccc(C(=O)Nc2cccc(-n3cnnn3)c2)cc1OC	6	13	5	1	2	4	-2	10
COc1ccc(Cn2nc(C)cc2C)cc1OC	0	7	6	1	2	1	-1	-8
CN(c1ccccc1C(=O)Nc1cccc([N+](=O)[O-])c1)S(C)(=O)=O	-6	20	-11	4	2	1	0	-2
CCOc1ccc(Cl)cc1S(=O)(=O)N1CCC(C(=O)NC2CC2)CC1	3	10	-11	0	-7	-5	0	0
O=C(Nc1ccc2c(c1)OCO2)c1ccc2nc[nH]c2c1	6	2	-15	-2	0	-12	-13	18
COC(=O)c1ccc(CSc2nnc(NCc3ccccc3)s2)o1	5	-1	-4	3	5	2	1	-3
Cc1ccc(S(=O)(=O)N2CCCCC2)cc1C(=O)OC(C)C(=O)NCC1CCCCC1 (stereo not drawn)	27	3	-19	0	2	-9	-5	2
O=C(Cn1nnc(-c2ccc(Cl)cc2)n1)NCc1ccco1	15	-3	-6	-1	-5	-12	-4	10
Cc1ccc(Cn2ccc(NC(=O)c3c(-c4ccccc4Cl)noc3C)n2)cc1	7	16	-5	2	-10	-3	-13	-13
CCOC(=O)C(C(=O)NCC1CCCO1)C1CCCCC1 (stereo not drawn)	14	19	1	-2	1	11	2	-9
C/C(=N\n1cnnc1)c1ccccc1	-7	6	-40	1	-8	-6	-7	-12
O=C(c1ccccc1)c1c[nH]c2cc3c(cc2c1=O)OCCO3	-7	2	-2	0	-3	-1	2	-6
CCn1c2ccccc2c2cc(N=C3SC(CC(=O)Nc4ccccc4OC)C(=O)N3CCOC)ccc21 (stereo not drawn)	12	-14	15	-5	-1	-3	5	9
Cc1cc(C)cc(N(C(=O)CNC(=O)c2ccco2)C(C(=O)NC2CCCCC2)c2cccnc2)c1 (stereo not drawn)	6	6	-25	0	-5	5	-6	-15
Cc1c(O)ccc(C(=O)CN2CCN(c3ccccc3F)CC2)c1O	1	-6	7	1	-8	-4	-4	-6
O=C(NN=C1CCCCC1)c1cc(-c2ccccc2)n[nH]1	0	21	-7	3	-10	0	-5	3
Nc1cc(=O)[nH]c2nnc(SCC(=O)Nc3cccc4ccccc34)n12	-2	4	-3	1	7	9	0	-12
CCOC(=O)c1ccccc1NC(=O)Cn1cnc2c(nnn2-c2ccc(C)cc2)c1=O	20	-6	2	-1	-3	-12	-3	0
COc1ccc(/C=N/NC(=O)c2cccnc2)cc1	5	0	-21	1	-2	-7	-7	-7
COC(=O)Nc1ccc(S(=O)(=O)Nc2cccc3ccccc23)cc1	3	19	6	-2	-2	-4	0	-11
O=C1CCC(c2ccccc2)=NN1	-8	9	-10	0	-1	2	-5	-7
COc1ccccc1N(CC(=O)NCCSCc1ccco1)S(=O)(=O)c1ccccc1	7	6	6	-2	-3	-3	-1	11
CCOc1ccc(S(=O)(=O)N2CCN(C(=S)NCC3CCCO3)CC2)cc1 (stereo not drawn)	9	7	12	3	-4	-4	4	9
CNC(=S)NNC(=O)c1sccc1OCc1ccccc1	-4	12	-5	0	7	-6	3	6

Remaining list, next part:
SMILES	Apaf-1 inh	SENP8 block-1	SENP6 block	SENP1 FRET inh	HKDC1 inh	SENP7 inh	SENP8 block-2	PfGluPho inh
CN(C)Cc1c(C(=O)N/N=C/c2ccc(OCc3c(F)cccc3Cl)cc2)nnn1-c1nonc1N	25	-8	-4	0	-2	6	-2	0
N#C/C(=C\c1ccc(OCc2ccc(Br)cc2)cc1)C(=O)Nc1cccc(C(=O)O)c1	·	16	·	-1	9	·	·	-13
CC1(C)CC(NCc2ccc3c(c2)OCO3)CCO1 (stereo not drawn)	0	4	-23	2	-2	-8	5	-6
Cc1ccc(CNc2nc(-c3cccs3)nc3ccccc23)cc1	18	-145	17	-5	1	0	-2	4
C/C(=N\NC(=O)COc1cccc2ccccc12)c1cccs1	10	7	-15	0	-3	-14	-13	0
CC(=O)Nc1nonc1NC(=O)CSc1nc2ccccc2o1	-6	21	8	2	-3	7	-4	1
O=C(CC(c1ccccc1)c1ccccc1O)NCCN1CCOCC1 (stereo not drawn)	4	18	-15	5	0	-1	-5	-3
CCOC(=O)c1c(C)[nH]c(C(=O)COC(=O)C23CC4CC(CC(Cl)(C4)C2)C3)c1C	10	35	-6	0	7	2	4	3
Cc1ccc(C(=O)OCC(=O)NC2CCCCCC2)c(C)c1	8	2	-5	-1	-6	-2	-12	-12
Cc1cccc(N(C(=O)c2snc(C(N)=O)c2N)C(C(=O)NCC2CCCO2)c2ccc(N(C)C)cc2)c1 (stereo not drawn)	8	-110	-25	-3	-3	4	1	-7
Cc1ccc(CN(C(=O)Cn2nnc3ccccc32)C(C(=O)NCc2ccco2)c2ccc(C)o2)cc1 (stereo not drawn)	23	14	-15	2	8	2	-5	21
C=CC[C@@H](CC(=O)N[C@@H](CO)Cc1ccccc1)C(=O)N[C@H](COC(=O)[C@H](CC=C)CC(=O)OC(C)(C)C)Cc1c[nH]c2ccccc12	20	5	-11	1	0	-2	1	36
CCOC(=O)C1CCN(C(=O)c2cc3cc4cc(OC)ccc4nc3o2)CC1	4	-448	-14	-2	-5	-1	-1	13
CN1C(=O)c2ccc(NC(=O)c3ccc(N4CCCCC4)c([N+](=O)[O-])c3)cc2C1=O	2	28	-10	1	-6	4	0	0
Cc1ccc2ncnc(Oc3ncccc3[N+](=O)[O-])c2c1	-4	-14	5	-19	4	3	-2	-3
CC[C@H]1CN2CCc3cc(OC)c(OC)cc3C2C[C@@H]1C[C@H]1NCCc2cc(OC)c(OC)cc21 (stereo partly drawn)	-10	6	11	0	-9	-14	6	-7
Cc1cccc(C)c1NC(=O)CNC(=O)c1ccc(N2CCCC2=O)cc1	-1	-2	-1	2	-4	1	6	10
CCOC(=O)c1c(NC(=O)COC(=O)Cn2cnc3ccccc32)sc(C)c1C	8	-32	-12	0	2	-6	-3	9
CCOC(=O)C1=C(O)C(=O)N(CCCn2ccnc2)C1c1ccc(OC)cc1 (stereo not drawn)	-8	·	2	·	·	-3	-11	·
COC(=O)[C@@H]1C[C@]2(OC(=O)c3ccccc3)C=CC(=O)C[C@@H]2N1C(=O)OCc1ccccc1	21	9	-15	0	15	7	-8	11
CC(NC(=O)CSc1nc2ccccc2c(=O)[nH]1)c1ccccc1 (stereo not drawn)	2	-2	-11	0	-2	-8	-8	-20
CCOC(=O)[C@H]1[C@H]2COc3ccc(Br)cc3[C@@H]2N2C(=O)CN(Cc3ccccc3)C(=O)[C@@]12C	17	9	6	0	1	8	4	5
CSc1ncccc1C(=O)OCC(=O)Nc1nc(C)c(Cl)cc1Cl	-4	22	-20	-2	0	2	4	-10
